# 14-3-3 Bad PPI = disrupts binding of bovine 14-3-3 zeta to phospho-Bad peptide; TR-FRET 14-3-3zeta/Dy647-pBad peptide displacement, 1 h; inhibition, % at 21.7 µM; 220,000 tested, 0.71% active; AID 781;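 active = inhibition above about 70%, limit read from the data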;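 note: 0% = full 14-3-3 plus peptide FRET controls and 100% = background without 14-3-3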
# Target sequence (P63103 whole entry, looked up): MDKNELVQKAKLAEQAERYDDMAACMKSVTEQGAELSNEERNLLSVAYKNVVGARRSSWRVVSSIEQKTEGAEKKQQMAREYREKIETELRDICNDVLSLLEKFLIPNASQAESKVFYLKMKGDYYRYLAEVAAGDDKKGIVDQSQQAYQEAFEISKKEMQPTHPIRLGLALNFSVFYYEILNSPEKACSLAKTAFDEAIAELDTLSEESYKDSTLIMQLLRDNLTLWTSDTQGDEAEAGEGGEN
# Wee1 stabilizer = blocks degradation of human Wee1 kinase; P30291; HeLa Luc-Wee1K328M stability, luciferase luminescence; 100% = proteasome inhibitor MG132 effect; reporter increase, % at 5 µM; 220,000 tested, 1.2% active; AID 1321;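 active = activation above the mean of all tested compounds plus 3 SD, set per screening run, cut at about 8.8% in these data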;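 note: cells exposed to compound for 20 h before luminescence read; 0% = DMSO alone and 100% = MG132 at 30 µM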
# Hck Nef HTS = inhibitors of human Hck kinase activated by Nef | P08631 | Recombinant Hck-YEEI plus Nef, Z-Lyte FRET kinase assay | inhibition, % at 20 µM | 220,000 tested, 0.68% active;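 active = Hck-Nef kinase inhibition above about 50%, limit read from the data; inactive = inhibition below that limit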;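 note: 0% = DMSO with Hck plus Nef and 100% = Hck alone without Nef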
# Target sequence (P08631 whole entry, looked up): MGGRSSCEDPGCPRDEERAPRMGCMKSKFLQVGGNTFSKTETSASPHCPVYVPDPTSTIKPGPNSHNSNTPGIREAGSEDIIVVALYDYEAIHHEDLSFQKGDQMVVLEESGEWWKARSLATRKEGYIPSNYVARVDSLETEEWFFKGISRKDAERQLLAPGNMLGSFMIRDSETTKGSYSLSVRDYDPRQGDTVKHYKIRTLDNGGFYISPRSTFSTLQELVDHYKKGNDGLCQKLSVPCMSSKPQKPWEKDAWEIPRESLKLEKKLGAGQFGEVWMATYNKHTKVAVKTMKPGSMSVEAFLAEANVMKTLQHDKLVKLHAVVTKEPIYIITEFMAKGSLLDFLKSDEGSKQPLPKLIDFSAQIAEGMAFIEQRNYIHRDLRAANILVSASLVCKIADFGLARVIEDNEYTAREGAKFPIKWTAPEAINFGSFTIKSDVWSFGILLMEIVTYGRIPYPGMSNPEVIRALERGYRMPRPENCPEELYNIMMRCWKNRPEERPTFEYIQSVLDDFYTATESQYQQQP
# FXIa inh = factor XIa (human) inhibition. P03951. purified FXIa, Boc-Glu-Ala-Arg-AMC fluorogenic substrate. inhibition, % at 5 µM. 220,000 tested, 0.14% active;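 active = inhibition of at least 40%; inactive = inhibition below 40%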;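 note: fluorescence of freed AMC excited at 355 nm; 0% = enzyme without compound and 100% = no enzyme blank; many of its hits are not listed in these tables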
# KLK5 inh = kallikrein 5 (human) inhibition | Q9Y337 | recombinant hK5, fluorogenic AMC substrate cleavage | inhibition, % at 5 µM | 210,000 tested, 0.59% active;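 active = inhibition of 40% or more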;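 note: 0% = enzyme controls without compound and 100% = no-enzyme blanks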
# Target sequence (Q9Y337 67-293 limits assumed): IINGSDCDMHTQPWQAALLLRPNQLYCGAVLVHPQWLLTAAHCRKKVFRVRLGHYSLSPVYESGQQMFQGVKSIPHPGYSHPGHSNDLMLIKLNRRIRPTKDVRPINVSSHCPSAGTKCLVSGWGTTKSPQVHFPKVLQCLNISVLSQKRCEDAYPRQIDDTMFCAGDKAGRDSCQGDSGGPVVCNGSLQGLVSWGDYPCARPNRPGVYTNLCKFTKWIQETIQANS
# FXIIa inh 1536 = factor XIIa (human) inhibition; P00748; purified FXIIa, Boc-QGR-AMC fluorogenic substrate, 2 h; inhibition, % at 5 µM; 220,000 tested, 0.3% active; AID 800; in the data active = inhibition above about 40%;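 note: 0% = enzyme with no compound and 100% = blank without enzyme; many of its hits are not listed in these tables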
# thrombin 1536 = inhibitors of human thrombin; alpha-thrombin, Boc-VPR-AMC fluorogenic substrate cleavage; inhibition, % at 5 µM; 220,000 tested, 0.26% active;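 active = inhibition at or above 40%; inactive = inhibition below 40%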;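 note: 0% = enzyme with no compound and 100% = wells without enzyme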
#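 Material: human alpha-thrombin protein; Also added: Boc-VPR-AMC substrate, 15 µM final; Timing: enzyme reaction carried out at room temperature; Signal: fluorescence, ex 355 nm, em 460 nm; Measure: % inhibition of thrombin; Controls: enzyme without compound as high, wells lacking enzyme as low.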
# Runt-SMMHC FRET = inhibitors of human RUNX1 Runt domain binding to CBFb-SMMHC | inhibition, % at 20 µM | Cerulean-Runt/Venus-CBFb-SMMHC FRET ratio 530/480, 1 h | AID 1434 | 220,000 tested, 0.74% active | Q01196+Q13951;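 active = mean inhibition across duplicate retests at 20 µM reaching about 50%, limit read from the data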;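 note: 0% = DMSO wells and 100% = wells with excess untagged CBFb-SMMHC; inhibitors lower the FRET ratio by blocking Runt binding to CBFb-SMMHC; some results filed as inactive read as strong as hits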
# Runt-CBFb FRET = blocks binding of human RUNX1 Runt domain to CBFb; Q01196+Q13951; Cerulean-Runt/Venus-CBFb FRET ratio 530/480, 1 h; inhibition, % at 20 µM; 220,000 tested, 0.46% active;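 active = inhibition over about 50% at 20 µM in the single-dose screen, limit read from the data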;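 note: 0% = DMSO wells and 100% = excess unlabeled CBFb competitor control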
#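 System: Cerulean-labeled Runt domain protein | Quantity: 100 nM of each labeled protein | Schedule: 1 h compound exposure, room temperature | Detection: Fluorescence energy transfer, 422 nm excitation, 530/480 nm emission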
# Active calls of the source: *; · = not tested or not shown; [ ] = dose if it differs, or a comment. Rows were taken by chance. Share with any hit: about 4.2%.
SMILES,14-3-3 Bad PPI,Wee1 stabilizer,Hck Nef HTS,FXIa inh,KLK5 inh,FXIIa inh 1536,thrombin 1536,Runt-SMMHC FRET,Runt-CBFb FRET
c1ccc(COC(CN2CCCCCC2)CN2CCCCCC2)cc1,2,-1,18,-1,2,7,-4,2,3
COc1ccc(C)cc1NC(=S)N1CCN(c2ncccn2)CC1,-9,1,-3,-2,-4,8,2,1,-1
O=C(Cc1c(F)cccc1Cl)Nc1ccncc1,-3[fluorescence artefact?],-2,-1,-11,-15,2,9,2,0
CC(C)(C)C1CCc2onc(C(=O)NC3CCCC3)c2C1 (stereo not given),-2,-1,1,-2,0,-1,-2,1,-2
Cc1cc(C)nc(NNC2=CC(=O)CC(C)(C)C2)n1,-19,6,23,4,-6,10,-2,-3,0
CC(=O)Nc1ccc(S(=O)(=O)N(C)CC(=O)OCC(=O)N2CCc3ccccc32)cc1,-7[fluorescence artefact?],-3,10,2,-18,18,-12,-4,1
CCC(C)n1ncn(-c2ccc(N3CCN(c4ccc(O)cc4)CC3)cc2)c1=O (stereo not given),11,-1,6,4,-15,7,-5,23,18
O=C(NN=C1CCCCCCC1)c1ccc2ccccc2n1,-13,-1,19,2,-3,2,·,-2,-1
NNc1nc(Nc2ccccc2)nc(Nc2ccccc2)n1,-7,0,0,6,1,5,3,2,3
O=C(CNC(=O)C1CCCCC1)NCCCO,1,-2,1,4,5,6,4,0,0
COc1cc2c(cc1OC)CN(C(=O)CSc1nc(C)cc(C)c1C#N)CC2,-6,-1,-5,6,-5,11,1,-5,2
COc1ccc(C2(CNC(=O)/C=C/c3ccco3)CCCC2)cc1OC,5,-3,-2,6,12,14,2,0,-1
CCOc1ccccc1Nc1ccnc2cc(Cl)ccc12,-2,-2,43,-2,1,6,-8,3,-1
Cc1sc2nc(CSCC(=O)Nc3ccc(N4CCOCC4)cc3)[nH]c(=O)c2c1C,-4,-1,15,9,0,3,-2,-3,4
CCOc1ccc(N2C(=O)CC(Sc3nc(C)cc(C)c3C#N)C2=O)cc1 (stereo not given),-8,1,2,-7,-9,8,-6,-1,2
FC(F)(F)c1cccc(Cc2noc(CN3CCSCC3)n2)c1,-2,-1,-1,5,·,8,1,0,-1
O=C(CCN1C(=O)c2ccccc2C1=O)NCCN1CCOCC1,-1,-1,0,16,-17,8,-7,-4,1
CC[C@@H](C)[C@@H](C(=O)N1CCN(C(=O)OC(C)(C)C)CC1)n1cc(CCCN=C(NC(=O)OC(C)(C)C)NC(=O)OC(C)(C)C)nn1,0,-1,-29,1,1,7,1,-9,-4
Cc1ccnc(N2CCC(C(=O)Nc3ccc4c(c3)OCCO4)CC2)n1,-19,0,19,-1,2,10,-5,2,-1
Cn1c(=O)c2cc(S(=O)(=O)NCCC(=O)NCCC3=CCCCC3)ccc2n(C)c1=O,-1[fluorescence artefact?],-1,0,6,-4,24,3,1,-5
O=C(c1cc(N2C(=O)C3C4CCC(C4)C3C2=O)ccc1Cl)N1CCN(c2ccccc2)CC1 (stereo not given),-19,0,0,-4,-28,2,-9,5,0
COc1ccc(C(=O)N2c3ccccc3C(=O)OC2c2ccc3c(c2)OCO3)cc1 (stereo not given),-14,2,1,10,-7,8,-5,0,2
CC(=O)Nc1ccc(NC(=O)CCC(=O)NCCO)cc1,0,-3,4,-20,11,11,0,1,-1
Cc1ccccc1NC(=O)c1ccc(CSc2ncccn2)cc1,1,0,0,-1,-6,7,-4,0,·
O=C(Nc1ccc(N2CCOCC2)cc1N1CCOCC1)c1ccco1,-3,-2,7,-14,22,-11,-8,-4,-1
O=C(O)C1CC=C(Cl)CC1C(=O)NCc1ccccc1 (stereo not given),19,0,-1,-12,-2,1,-8,-5,-1
O=C(O)c1cc(Cl)ccc1NC(=O)C1CCCO1 (stereo not given),43,-2,0,-8,7,4,-4,-2,-1
CCN(C(=S)Nc1ccc(OC(F)F)cc1)C1CCCCC1,-10,1,21,-7,-7,-2,7,0,2
O=C(Nc1nc2ccc(Cl)cc2s1)c1ccc(Br)o1,15,1,4,4,11,9,-2,2,0
CNc1sc(C(=O)c2ccc(F)cc2)c(N)c1-c1nc2ccccc2s1,10[fluorescence artefact?],0,-16,-6,-11,-15,-18,0,5
COc1cc(C2Nc3ccc4ncccc4c3C3=C2C(=O)CCC3)cc(OC)c1O (stereo not given),0,5,-6,20,6,19,2,7,19
COc1ccccc1-n1cnc2cc(NC(=O)c3ccco3)ccc21,3,1,-20,-3,10,9,-1,2,0
COc1ccc(CCNC2=C(Cl)C(=O)N(CCc3ccc(OC)c(OC)c3)C2=O)cc1OC,-8,-1,4,0,1,8,-3,-8,-6
O=S(=O)(c1ccc2ccccc2c1)N1CCN(S(=O)(=O)N2CCCCC2)CC1,3,-2,-2,-9,-6,2,-4,-15,-3
CC1(C)Cc2c(c(=S)nc(-c3ccccc3)n2CCN2CCOCC2)CO1,-2[fluorescence artefact?],-1,2,4,-8,23,4,1,0
Cc1nc(SCC#N)c2c(C)c(C)sc2n1,5[fluorescence artefact?],0,2,2,19,-1,3,-1,0
COc1cnn(C(C)(C)C)c(=O)c1Cl,-3,-2,1,-4,16,5,-5,0,-4
COc1ccc(N2CCN(C(CNC(=O)C(C)(C)C)c3cccnc3)CC2)cc1 (stereo not given),12,9,20,0,1,6,-11,1,-2
COC(=O)/C=C/C(=O)Nc1cccc(C(F)(F)F)c1,-7,3,0,3,-6,11,-6,1,-1
CCOC(=O)CNC(=S)n1ncnc1N,-6,1,2,1,-10,4,5,-3,2

# Arranged by the number under 14-3-3 Bad PPI (ascending): five from the list above
SMILES,14-3-3 Bad PPI,Wee1 stabilizer,Hck Nef HTS,FXIa inh,KLK5 inh,FXIIa inh 1536,thrombin 1536,Runt-SMMHC FRET,Runt-CBFb FRET
COc1ccc(CCNC2=C(Cl)C(=O)N(CCc3ccc(OC)c(OC)c3)C2=O)cc1OC,-8,-1,4,0,1,8,-3,-8,-6
COC(=O)/C=C/C(=O)Nc1cccc(C(F)(F)F)c1,-7,3,0,3,-6,11,-6,1,-1
CCOC(=O)CNC(=S)n1ncnc1N,-6,1,2,1,-10,4,5,-3,2
COc1cnn(C(C)(C)C)c(=O)c1Cl,-3,-2,1,-4,16,5,-5,0,-4
COc1ccccc1-n1cnc2cc(NC(=O)c3ccco3)ccc21,3,1,-20,-3,10,9,-1,2,0

# More results.
SMILES,14-3-3 Bad PPI,Wee1 stabilizer,Hck Nef HTS,FXIa inh,KLK5 inh,FXIIa inh 1536,thrombin 1536,Runt-SMMHC FRET,Runt-CBFb FRET
C/C=C/c1ccc(OCC(=O)Nc2cc(OC)c(OC)c(OC)c2)c(OC)c1,1,-2,-31,-1,0,·,-4,-1,-6
CSc1nsc(SC)c1C(=O)Nc1ccc(C)cc1,-6,2,-1,-1,9,13,0,5,-1
CCCCCn1c(Sc2ncccn2)nc2c1c(=O)[nH]c(=O)n2C,11,3,6,4,-15,10,0,-4,-1
CCN(CC)C(=O)C(=O)N/N=C/c1cccc(Br)c1,13,5,4,-9,-2,14,-5,0,-3
COc1cccc(OC)c1C(=O)Nc1cccc(C(C)=O)c1,1,-4,14,2,-5,9,1,0,-3
CC12CCC(C(=O)N3CCN(C(c4ccccc4)c4ccccc4)CC3)(OC1=O)C2(C)C (stereo not given),1,-3,0,4,-3,11,-5,2,0
Cc1cccc(NC(=O)CCC(=O)Nc2nnc(C(F)(F)F)s2)c1,-11,1,17,-4,-4,5,-16,2,0
CCCCNC(=S)N1CCN(c2nc3ccccc3s2)CC1,-6,-3,17,-7,-6,2,-10,-1,2
CC(Cc1ccccc1)C(=O)NCc1ccccn1 (stereo not given),-3[fluorescence artefact?],0,-1,1,-7,13,0,2,-2
CN(C)CCNCc1ccccc1OC1CCCC1,28[fluorescence artefact?],-3,-2,-2,-15,9,0,0,0
CC(=O)Cc1nsc(NC(=O)c2ccc(-c3ccccc3Cl)o2)n1,30[fluorescence artefact?],1,4,18,7,32,-4,3,7
Cc1cccc(-n2c(C)cc(/C=N/NC(=O)c3cccc([N+](=O)[O-])c3C)c2C)c1,-23,-1,9,-9,-1,-5,-6,-2,1
COc1ccc(-n2ccc(-c3nn(-c4cccc(C(F)(F)F)c4)ccc3=O)n2)cc1,-4[fluorescence artefact?],-4,4,-6,-1,-11,-3,-6,-8
CS(=O)(=O)N1CCC(C(=O)N2CCN(C(c3ccccc3)c3ccccc3)CC2)CC1,-1,-2,15,-6,2,-1,1,3,-2
O=C(NC(=S)Nc1ccc(S(=O)(=O)Nc2nccs2)cc1)c1ccccc1F,-5,-2,-25,28,10,77*,19,0,·
CCCCOc1ccc(C(=O)N/C(=C\c2cccc([N+](=O)[O-])c2)C(=O)OCc2ccco2)cc1,-31,0,5,2,-13,4,-1,-1,0
CC(C)=C(NC(=O)c1ccccc1)C(=O)N1CCOCC1,9,1,0,-1,-12,-2,-7,2,0
CC(C)/C=N/Nc1nc2c(c(=O)n(C)c(=O)n2C)n1C,2,12*,9,4,3,6,2,-4,2
CC1CCCc2sc3nc(N4CCN(CCO)CC4)n4ncnc4c3c21 (stereo not given),-6,-3,3,2,-9,16,-8,1,-1
NNC(=O)c1ccc(COc2ccc3ccccc3c2)o1,2,0,8,4,-5,10,-3,1,0
CC(C#N)Sc1nc2ccccc2c(=O)n1-c1ccccc1 (stereo not given),26,0,-5,13,6,13,0,3,-2
CC1C/C(=N\NC(=S)NC(C)C)CC(C)(C)C1 (stereo not given),9,-1,0,-3,-26,7,-1,-1,0
COc1ccc(S(=O)(=O)N(C)CC(=O)NC2CC2)cc1,-13,1,0,20,2,22,4,0,-2
O=C(Nc1ccc(-c2csc(Nc3ccc(Cl)cc3)n2)cc1)c1cccc(C(F)(F)F)c1,-9,·,15,-3,-4,1,-9,-2,2
NC(=O)c1oc2ccc(Cl)cc2c1NC(=O)CN1CCOCC1,0,0,1,1,-5,21,1,0,1
CCCCCn1c(N)c(-c2nc3ccccc3o2)c2c([N+](=O)[O-])nn(C)c(=O)c21,77*[fluorescence artefact?],7,13,14,34,23,12,2,-4
COc1ccc(-c2nc3c(c(=O)[nH]c(=O)n3Cc3ccccc3)n2C)cc1,33[fluorescence artefact?],1,2,4,5,15,4,-10,18
Fc1ccccc1Nc1nc2c(s1)CCc1ccccc1-2,-8,2,0,1,0,3,-1,61,32
COc1ccc(C2Nc3ccccc3C(=O)N2c2ccc(Cl)cc2)cc1Cn1cc([N+](=O)[O-])cn1 (stereo not given),-22,9,0,5,-1,11,3,4,4
COc1ccc(/C=C\C(=O)NCC(=O)N/N=C/c2ccc(O)cc2O)cc1,-17,-1,3,4,-2,10,-9,0,3
CCC(C(=O)Nc1cnccn1)c1ccccc1 (stereo not given),7,1,4,10,-17,10,-12,-2,0
O=C(N/N=C/c1ccncc1)c1cccc(S(=O)(=O)Nc2ccc(Cl)cc2)c1,40,-3,29,-2,-1,1,-6,-4,5

# Screens: PubChem, several laboratories
